# Shiga inhibitor – A qHTS for Small Molecule Inhibitors of Shiga Toxin; Vero cells, Shiga toxin protein synthesis inhibition reporter; inhibition, % at 38.7 µM; hit rate 9.2% among 290,000; AID 2315, 2010; in the data active means inhibition mostly above about 28%, no sharp cut-off; inactive means mostly below about 43%; further: 0% is about no effect
# LmPK inh – qHTS Assay for Inhibitors of Leishmania Mexicana Pyruvate Kinase (LmPK) | Q27686 | purified LmPK, Kinase-Glo ATP luminescence, 1 h | Potency, µM (series often up to 57.5 µM), for inactives: at the highest dose activity change, negative = inhibition, usual class: inhibitors | hit rate 0.37% among 290,000 | AID 1721, 2009; further: potency means the concentration at half of the fitted maximal effect; on the % scale 0 is the no-effect control and ±100 the full control effect
# Target sequence (Q27686 whole entry, looked up): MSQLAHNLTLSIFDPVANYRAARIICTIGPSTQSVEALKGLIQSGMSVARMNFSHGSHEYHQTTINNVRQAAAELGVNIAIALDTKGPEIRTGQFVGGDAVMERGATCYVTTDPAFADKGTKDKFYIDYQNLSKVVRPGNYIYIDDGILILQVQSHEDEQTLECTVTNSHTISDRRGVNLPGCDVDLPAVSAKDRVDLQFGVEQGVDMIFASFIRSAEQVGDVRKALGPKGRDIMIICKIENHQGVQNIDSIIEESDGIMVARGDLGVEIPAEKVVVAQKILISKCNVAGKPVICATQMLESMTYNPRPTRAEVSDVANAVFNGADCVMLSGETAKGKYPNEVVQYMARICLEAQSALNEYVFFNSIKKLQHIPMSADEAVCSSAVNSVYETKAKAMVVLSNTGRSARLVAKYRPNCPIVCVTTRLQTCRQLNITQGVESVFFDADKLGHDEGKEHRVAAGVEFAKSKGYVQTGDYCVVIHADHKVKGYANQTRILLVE
#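 Screened at intermediate enzyme activity to detect both inhibitors and activators: LmPK at 0.1 nM, with a 0.5 nM enzyme column as activation reference. PEP 0.5 mM, ADP 0.1 mM; ATP detected by luminescence after 1 h.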
# HCV inh – qHTS Assay for Inhibitors of Hepatitis C Virus (HCV); Huh7.5.1 HCVcc-Cre infection, luciferase reporter, 44 h; Potency, µM (doses to about 41.8 µM), for inactives: top-dose activity change, negative = inhibition, hits mostly inhibitors; hit rate 3.4% among 340,000; further: potency means the concentration at half of the fitted maximal effect; on the % scale 0 is the no-effect control and ±100 the full control effect
#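 Antiviral activity was scored by luciferase reporter output from cells infected with HCVcc-Cre (~0.5 moi) in presence of compound, 44 h infection period, cells seeded 1,000/well 4 h prior.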
# Pf growth 96h – Primary qHTS for delayed death inhibitors of the malarial parasite plastid, 96 hour incubation. hit rate 6.9% among 320,000. P. falciparum luciferase reporter growth, 96 h. AID 504834, 2011. Potency, µM (highest dose often 28.7 µM), inactives show at the top dose activity change, negative = inhibition, usual class: inhibitors; further: potency means the concentration at half of the fitted maximal effect; on the % scale 0 is the no-effect control and ±100 the full control effect
#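 Infected RBCs, 2% Hct / 0.05% parasitemia final; luciferase-reporter P. falciparum; cpd 96 h, 37 C, 5% CO2; luciferase detection reagent; luminescence.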
# Tb PYK inh – qHTS of Trypanosoma Brucei Inhibitors; TbPYK enzyme, Kinase-Glo Plus ATP luminescence, 45 min; AID 624173, 2012; pyruvate kinase (Trypanosoma brucei), Q57TT1; Potency, µM (titrated, usually from 76.8 µM), for inactives: top-dose activity, negative = inhibition, hits mostly inhibitors; hit rate 0.12% among 410,000; further: potency means the concentration at half of the fitted maximal effect; on the % scale 0 is the no-effect control and ±100 the full control effect; nearly all actives have a fitted effect of over 50% in size
#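 Readout: single end-point luminescence (Kinase-Glo Plus, 10 min). Reaction conditions were TbPYK/substrate plus 130 uM ADP, 45 min at RT, pH 7.2 TEA buffer. No-enzyme wells served as controls, and data were normalized before concentration-response fitting.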
# Pf growth 48h – Primary qHTS for delayed death inhibitors of the malarial parasite plastid, 48 hour incubation | hit rate 5.9% among 310,000 | AID 504832, 2011 | Potency, µM (titrated, usually from 28.7 µM), inactives show top-dose activity change, negative = inhibition, hits mostly inhibitors | P. falciparum luciferase growth in erythrocytes, 48 h; further: potency means the concentration at half of the fitted maximal effect; on the % scale 0 is the no-effect control and ±100 the full control effect
#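 Erythrocytes infected with P. falciparum carrying an integrated firefly luciferase reporter (2% hematocrit, 0.1% parasitemia final) were exposed to compounds in RPMI 1640 with 0.5% Albumax at 37 C, 5% CO2. Growth inhibition was scored as reduced luminescence.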
# Cycloheximide cs – Cycloheximide Counterscreen for Small Molecule Inhibitors of Shiga Toxin; max response, %; AID 2314, 2010; cell reporter, cycloheximide protein synthesis inhibition counterscreen; hit rate 12% among 300,000; in the data active means max response mostly above about 13%, no sharp cut-off; inactive means mostly below about 14%; further: read at 38.3 µM for the half of the compounds with a filed dose; 0% is about no effect
# An asterisk follows results filed as active; i = inactive; ? = inconclusive; nt = no result given; & = joins results of further samples; [ ] = another dose, or the depositor's remark. Unless noted, the call rests on the fitted dose curve; in most records, active means well fitted curve in the direction sought with a large enough effect; inconclusive means small, poorly fitted or top-dose-only effect, or another doubt; inactive means no such curve, though single readings can be large; an effect the other way counts as inactive or inconclusive.
# Each structure is followed by: Cycloheximide cs	HCV inh	Shiga inhibitor	Tb PYK inh	LmPK inh	Pf growth 96h	Pf growth 48h
COc1ccc(CC(=O)Nc2cccc(C(=O)Nc3ccccc3C(=O)O)c2)cc1OC
  -1	12%	-9	-5%	-3%	21%	23%
CCOc1nc(N(C)C)nc(-n2nnc(C(C)=O)c2C)n1
  -2	-9%	-11	1%	-6%	nt	5%
C=CCn1cnc2c(c1=O)c1nc3ccccc3nc1n2Cc1ccccc1
  -2	-7%	-3	nt	5%	?	-8%
Brc1ccc(Oc2ncc(CN3CCN(c4ccccc4)CC3)s2)cc1
  -4	-15%	39	-3%	6%	?	nt
Nc1cc(=O)n(Cc2ccccc2)c(=O)n1-c1ccc(F)cc1
  -2	9%	22	-3%	0%	?	17%
COCc1cc(C)nc(Nc2ccc(C)cc2C)c1C#N
  1	-6%	-8	0%	-2%	18%	17%
Cc1ccc(N(C(=O)c2csnn2)C(C(=O)NC2CCCCC2)c2cccnc2)cc1C (configuration not stated)
  -3	-4%	-1	-7%	0%	20%	?
O=C(Cc1cc(C(=O)O)c2ccccc2n1)Nc1ccccc1
  12	-22%	5	-1%	2%	117%[activator]	?
CCCC1=Nc2cc(C(=O)NCCN3CCCC3)ccc2Sc2ccccc21
  -5	?	-6	4%	3%	?	?
O=C(CCCN1CCOCC1)c1ccc2c(c1)OCCO2
  32*	6%	76	2%	-4%	69%[activator]	114%[activator]
COc1ccc(Cl)cc1NC(=O)CN1CCc2ccccc2C1
  1	?	-10	6%	0%	?	?
COc1cccc(Cl)c1NC(=O)N1CCN(c2cc(C)nc3ccccc23)CC1
  2	10µM*	11	1%	3%	?	?
N#Cc1ccccc1OCC(=O)OCC(=O)NC1CCCCC1
  nt	0%	nt	-1%	nt	28%	55%[activator]
CC1CCC(NC(=O)C2CCN(c3cnccn3)CC2)CC1 (configuration not stated)
  -1	-5%	-5	-16%	-2%	nt	8%
O=C(COC(=O)/C=C/c1cccc(Cl)c1Cl)Nc1ccc2[nH]c(=O)[nH]c2c1
  nt	14%	nt	-5%	nt	27%	4%
Cc1cc(-c2ccccc2)nc(Oc2cccc(C(F)(F)F)c2)c1S(C)(=O)=O
  -1	?	-10	-11%	5%	?	?
COc1ccc(C)cc1NC(=O)CSc1nc2ccccc2nc1N1CC(C)OC(C)C1 (configuration not stated)
  1	-15%	6	-4%	-3%	?	?
Cn1nc(CC(=O)NC2CCCCCC2)c2ccccc2c1=O
  0	3.2µM*	-2	5%	-8%	10%	nt
CC(=O)CS(=O)(=O)c1ccc(Oc2ccc(S(=O)(=O)CC(C)=O)cc2)cc1
  -6	0%	-2	4%	2%	11%	24%
Cc1c(N=C2SC(CC(=O)Nc3ccccc3)C(=O)N2CCN2CCOCC2)c(=O)n(-c2ccccc2)n1C (configuration not stated)
  -1	11%	-4	3%	9%	-2%	-6%
Cc1ccc(C(=O)COC(=O)CCC(=O)NC2CCCCC2)cc1C
  -2	13%	3	0%	1%	27%	nt
COc1ccc(C2NC(=O)c3ccccc3O2)c(OC)c1OC (configuration not stated)
  -6	9%	1	-4%	-3%	11%	3%
CCOc1cc(C2c3c(oc4ccccc4c3=O)C(=O)N2c2nccs2)ccc1O (configuration not stated)
  -2	21%	36	4%	-6%	-4%	15%
COc1ccc(CNC(=O)C/C(C)=N/NC(=O)COc2ccc(Br)cc2)cc1
  7	13%	-1	6%	2%	39%[activator]	29%
CSc1ccccc1NC(=O)CN(C)CC(=O)NCc1ccccc1
  -2	22%	-10	-1%	-1%	35%[activator]	i
O=C(CC1C(=O)NCCN1Cc1ccc(F)cc1)NCCOc1cccnc1 (configuration not stated)
  -1	2%	-3	1%	2%	?	-23%
Cc1nn(C)c(C)c1S(=O)(=O)N1CCc2ccccc21
  -3	7%	-12	-4%	7%	-10%	0%
COCCn1c(SCC(=O)NC2CC2)nnc1-c1ccco1
  -1	7%	-10	3%	2%	24%	6%
COc1cccc(NC(=O)C(=O)NCCCn2ccnc2)c1
  34*	14%	57	-2%	-8%	?	58%[activator]
O=C(O)c1ccc2c(=O)n(Cc3ccccc3)c(SCc3ccc([N+](=O)[O-])cc3)nc2c1
  -2	7%	-13	-5%	2%	-11%	3%

# Whole records, looked up by structure.
# Cc1nn(C)c(C)c1S(=O)(=O)N1CCc2ccccc21 is listed with Cycloheximide cs: -3; HCV inh: 7%; Shiga inhibitor: -12; Tb PYK inh: -4%; LmPK inh: 7%; Pf growth 96h: -10%; Pf growth 48h: 0%
# C=CCn1cnc2c(c1=O)c1nc3ccccc3nc1n2Cc1ccccc1 is listed with Cycloheximide cs: -2; HCV inh: -7%; Shiga inhibitor: -3; Tb PYK inh: nt; LmPK inh: 5%; Pf growth 96h: ?; Pf growth 48h: -8%

# Remaining list, next part.
# Each structure is followed by: Cycloheximide cs	HCV inh	Shiga inhibitor	Tb PYK inh	LmPK inh	Pf growth 96h	Pf growth 48h
O=C(c1cc(-n2cnnc2)ccc1Cl)N1CCN(c2nc(-c3ccccc3)cs2)CC1
  -1	10µM*	3	-23%	-3%	0%	3%
CCn1nc(C)c(NS(=O)(=O)c2ccccc2)c1C
  -2	7%	-29	-4%	0%	50%[activator]	nt
CC1=C(C)CC(C(=O)N2CCN(Cc3ccccc3)CC2)C(C(=O)O)C1 (configuration not stated)
  3	6%	-26	0%	1%	nt	14%
COc1ccc(Nc2ncc(C(=O)N3CCN(Cc4ccccc4)CC3)c3ccccc23)cc1
  1	10µM*	-6	-5%	-4%	?	?
COC(=O)CN(n1cnnc1)S(=O)(=O)c1ccc(C)cc1
  10	17%	-3	7%	-2%	nt	12%
Cc1cc(C)cc(OCC(=O)OCC(=O)NC2CCCC2)c1
  nt	21%	nt	3%	nt	-19%	54%[activator]
O=C1CN(C(=O)CCCc2c[nH]c3ccccc23)c2ccccc2N1
  8	-27%	2	-4%	4%	nt	9.3µM*
CCN1CCN(c2ccc(S(=O)(=O)N3CCOCC3)cc2NC(=O)CC(C)C)CC1
  nt	16%	nt	0%	nt	-12%	-2%
Brc1ccc(OCc2nc3ccccc3[nH]2)cc1
  55*	?	94*	0%	-2%	169%[activator]	143%[activator]
CCOc1ccc(NS(=O)(=O)c2ccc(OCC(=O)N3CCCC3)cc2)cc1
  -5	8%&4%	-26	1%	-9%	-16%	0%
CCOC(=O)c1[nH]c2cc3c(cc2c1NC(=O)CN1CC(C)CC(C)C1)OCO3 (configuration not stated)
  2	0%	45	-5%	0%	5.9µM*	-2%
Cc1ccc(N=C2NC(=O)c3cc([N+](=O)[O-])ccc32)cc1
  5	2%	26	0%	0%	4.1µM*	-5%
O=C(NCc1ccc(Cl)cc1)c1cnccn1
  -2	-5%	9	15%	-1%	?	38%[activator]
CCOC(=O)c1cccc(-n2c(C)cc(C=O)c2C)c1
  -2	13%	-9	2%	-2%	?	1%
Cc1ccc(NC(=O)CCc2nnc3ccc(NCc4ccco4)nn23)cc1F
  5	1%	-7	0%	1%	?	-9%
Cc1ccc(S(=O)(=O)CCC(=O)Nc2nnc(-c3ccc(F)cc3)o2)cc1
  nt	18%	nt	-4%	nt	-23%	?
O=C(NCc1ccc(Cl)cc1)C1CCN(S(=O)(=O)c2cccc3nonc23)CC1
  -2	-4%	-3	5%&-2%	-7%	-9%	20%
CCCn1nnnc1NC(=O)COc1ccc(Cl)c(C)c1
  -2	-3%	-4	-10%	0%	28%	11%
COc1cccc(C(=O)NCCS(=O)(=O)N2CCCCCC2)c1
  nt	20%	nt	5%	nt	13%	-3%
CCOc1ccc(Br)cc1/C=N/NC(=O)c1ccncc1
  1	-10%	-14	0%	5%	32%[activator]	28%
COC(=O)C1(c2ccccc2)NC(c2cccs2)C2C(=O)N(C)C(=O)C21 (configuration not stated)
  9	0%	-19	0%	6%	-6%	-15%
CCOC(=O)C1(Cc2cccc(F)c2)CCN(Cc2nc(CC)[nH]c2C)CC1
  1	?	-9	0%	4%	42%[activator]	3.3µM*
O=C1/C(=C\c2ccncc2)N2CCC1CC2
  0	-2%	-15	5%	1%	2%	0%
COc1cc2c(c(OC)c1OC)C(c1ccc(C)cc1)CC(=O)O2 (configuration not stated)
  3	10%	i	5%	nt	nt	nt
COc1ccc(NS(=O)(=O)c2ccc(NC(=O)c3ccc(N(C)S(C)(=O)=O)cc3)cc2)cc1
  -7	5.6µM*	-12	7%	3%	17%	?
O=C(OCC(=O)c1ccccc1Br)c1ccncc1
  24*	24%	63*	-3%	-14%	13%	?
O=C(/C=C/c1cccc([N+](=O)[O-])c1)N(c1ccccn1)c1ccccn1
  -1	9%	-8	4%	1%	35%[activator]	58%[activator]
CCCc1ccc(/C=C2\C(=O)c3ccccc3C(O)=C2C(=O)OCC)cc1
  20*	-23%	-3	nt	?	?	4.7µM*
COc1ccc(NC(=O)CSCC(=O)N(C)CC(=O)Nc2ccc(Cl)c(C(F)(F)F)c2)cc1
  nt	-1%	nt	1%	nt	?	?
Cc1noc(C)c1S(=O)(=O)N1CCCC(C(=O)Nc2nccs2)C1 (configuration not stated)
  -1	0%	3	-1%	-3%	-9%	nt
Cc1ccc(S(=O)(=O)N2CCCCC2)cc1NC(=S)NC(=O)c1ccco1
  8	?	16	0%	6%	4.1µM*	?
O=C(NC(=S)NCCc1ccc(Cl)cc1)c1ccco1
  -1	-4%	26	-13%	2%	2%	-3%
O=c1c2ccccc2nc2n1CCc1c-2[nH]c2ccccc12
  nt	-24%	nt	-17%	nt	272%[activator]	151%[activator]
COCCn1c(=NC(=O)CCS(=O)(=O)c2ccccc2)sc2cc(C)ccc21
  -1	-26%	18	0%	2%	?	93%[activator]
O=C(Nc1cccc(C(F)(F)F)c1)N1CCN(C(=O)Nc2cccc(C(F)(F)F)c2)CC1
  -1	22%	1	-18%	-4%	-7%	nt
c1cncc(-c2csc(NCc3ccco3)n2)c1
  32*	-5%	38*	5%	5%	?	nt
O=C(COC(=O)c1cccc([N+](=O)[O-])c1)NNC(=O)c1cccs1
  nt	7%	nt	0%	nt	-19%	4%
CCOC(=O)c1c(-c2cccc([N+](=O)[O-])c2)csc1NC(=O)CCCOc1ccccc1OC
  -3	?	3	-18%	2%	-3%	-24%
CCOC(=O)[C@H]1[C@H]2COc3ccc(Cl)cc3[C@@H]2N2C(=O)CN(Cc3ccc(F)cc3)C(=O)[C@@]12C
  nt	-23%	nt	-14%	nt	?	?
O=C(NNC(=S)NC(=O)c1ccccc1)c1cccc([N+](=O)[O-])c1
  15	-22%	6	-10%	0%	-27%	nt
CCOc1ccc(NS(=O)(=O)c2ccc3[nH]c(=O)c(=O)[nH]c3c2)cc1
  -1	2%	-6	5%	3%	19%	-4%
Cc1ccccc1OCc1nnc(SCC(=O)O)n1-c1cccc(Cl)c1
  -2	16%	-17	-1%	11%	241%[activator]	-25%
Cc1ccc2c(c1)N(CC(=O)NCc1ccco1)C(=O)C(C(C)C)O2 (configuration not stated)
  10	-8%	10	3%	2%	?	?

# Taken from above.
# Cc1ccc(S(=O)(=O)N2CCCCC2)cc1NC(=S)NC(=O)c1ccco1 | Cycloheximide cs: 8
# O=C(COC(=O)c1cccc([N+](=O)[O-])c1)NNC(=O)c1cccs1 | Pf growth 48h: 4%
